# Screens deposited in PubChem BioAssay by Johns Hopkins Ion Channel Center.
# KCNQ1 inh: inhibitors of human KCNQ1 channel, primary screen, cell-based, thallium flux, high-throughput; AID 2642, 2010; CHO-K1 KCNQ1, FluxOR thallium flux fluorescence; hits give high values; B-score at 10 µM; Potassium voltage-gated channel subfamily KQT member 1 (Homo sapiens), P51787; 310,000 compounds, 1.3% hits;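 active = compounds whose thallium flux B-score, printed positive for inhibition, exceeds three library SD while starting fluorescence stays within three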;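 also: channel opened by potassium depolarization with thallium stimulus after 20 min compound exposure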
# RGS4 act: RGS4 potentiators or activators, primary screen, cell-based, HEK293 M3R inducible RGS4, calcium flux; B-score at 10 µM; 310,000 compounds, 0.92% hits; AID 463111, 2010; carbachol calcium flux Fluo4; hits give low values;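 active = B-score of the integrated calcium signal more than 4 SD below the library mean, with starting fluorescence not abnormally high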;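 also: negative B-score means reduced calcium response which marks RGS4 activation or potentiation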
#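 System – HEK293 FlpIn-TREx cells, stable M3R, doxycycline-inducible RGS4 · Reagent – ECmax carbachol challenge · Times – compound preincubation 20 min at room temperature before agonist · Technique – Fluo4 fluorescence kinetic imaging of calcium · Measure – B score of integrated Fluo4 ratio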
# KCNQ1 pot: potentiators or activators of KCNQ1 channel, primary screen, cell-based, thallium flux, high-throughput; Potassium voltage-gated channel subfamily KQT member 1 (Homo sapiens), P51787; CHO-K1 KCNQ1, thallium flux FluxOR fluorescence; hits give high values; B-score at 10 µM; 310,000 compounds, 0.35% hits; AID 2648, 2010;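 active = fluorescence ratio B-score, a plate-corrected score, at least three library SD, with initial intensity B-score within 5 SD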
#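 Assay system: CHO-K1 cells stably expressing KCNQ1; Medium: assay buffer with matched DMSO; Also added: K+/Tl+ depolarizing stimulus; Dosing: single dose; Timing: dye 90 min, compound 20 min, room temperature; Measured by: kinetic FluxOR thallium fluorescence, 10-s 1-Hz baseline, 110-s post-stimulus read; Read-out: peak-minus-minimum fluorescence over initial fluorescence, negative-control normalized, B-scored.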
# RGS4 block: RGS4 inhibitors, primary screen, cell-based, HEK293 M3R inducible RGS4, calcium flux. Regulator of G-protein signaling 4 (Homo sapiens), P49798. Fluo-4 calcium flux; hits give high values; triggered by carbachol at its EC20. B-score at 10 µM. 310,000 compounds, 0.45% hits;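 active = B-score, a plate-corrected calcium signal, over three deviations above library mean, with baseline fluorescence within five deviations of library mean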;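 also: RGS4 expression induced by doxycycline in cells with stable M3 receptor; B-score is computed from the integrated fluorescence ratio over baseline after carbachol; higher B-score means a larger calcium signal and so more RGS4 inhibition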
# KCNK9 block: KCNK9 potassium channel inhibitors, primary screen, HEK293 cells, thallium flux. Potassium channel subfamily K member 9 (Homo sapiens), Q9NPC2. FluxOR thallium flux fluorescence; hits give low values. B-score at 10 µM. 310,000 compounds, 1.2% hits. AID 488922, 2010;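 active = ratio B-score over 3 SD below the library mean, with starting fluorescence within 5 SD of its mean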;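 also: negative B-score means less thallium flux so channel inhibition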
# MrgX1 PAM: positive allosteric modulators of MrgX1, primary screen, HEK293 cells, Fluo-4 calcium flux; Mas-related G-protein coupled receptor member X1 (Homo sapiens), Q96LB2; FDSS; hits give high values; B-score at 10 µM; 310,000 compounds, 0.63% hits;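 active = plate-corrected calcium response at least 3 library SD above typical, normal starting fluorescence, not activating the receptor alone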;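 also: compound read alongside a low EC10 to EC30 dose of BAM8-22 agonist; peak minus trough fluorescence over baseline measured at the second addition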
# MrgX1 agonist: agonists of human MrgX1 receptor, primary screen, HEK293 cells, Fluo-4 calcium flux | B-score at 10 µM | Fluo-4 calcium fluorescence, agonist mode; hits give high values | AID 588627, 2011 | 310,000 compounds, 0.44% hits;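 active = calcium response B-score plate-corrected fluorescence ratio at least 3 library SD, with starting fluorescence B-score inside 5 SD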
#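 Test system: HEK293 cells stably expressing human MrgX1 receptor; amount: 15,000 cells per well; doses: compound delivered in addition one of three; times: overnight plating before 1 h dye loading; detection: Fluo-4 NW calcium-flux fluorescence, kinetic read; read-out basis: B-scored fluorescence response ratio; controls: positive and negative controls per plate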
# KCNK3 block: human KCNK3 channel inhibitors, primary screen, CHO cells, FluxOR thallium flux, B-score | Potassium channel subfamily K member 3 (Homo sapiens), O14649 | FluxOR fluorescence; hits give low values | B-score at 10 µM | 340,000 compounds, 0.84% hits | AID 602410, 2012;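 active = B-score under library mean minus 4 SD, starting fluorescence ratio at most library mean plus 5 SD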;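 also: more negative B-score means stronger inhibition of thallium flux through KCNK3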
# TMEM16A act: TMEM16A chloride channel activators or potentiators, primary screen, cell-based, HTS | Anoctamin-1 (Mus musculus), Q8BHY3 | B-score at 10 µM | HEK293 TMEM16A/YFP-H148Q/I152L, iodide quench fluorescence; hits give low values | AID 623877, 2012 | 340,000 compounds, 0.3% hits;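 active = fluorescence-ratio B-score plate-corrected deviation score at least 3 library SD below zero, with starting fluorescence score within 5 deviations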;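 also: channel opened by trigger with iodide after compound preincubation; score built on the fluorescence ratio of max minus min over baseline; more negative score means more quench and so TMEM16A activation or potentiation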
# hERG rescue: hERG rescue from dofetilide block, primary screen, cell-based, CHO-hERG, FluxOR thallium flux, dofetilide IC70; Voltage-gated inwardly rectifying potassium channel KCNH2 (Homo sapiens), Q12809; dofetilide IC70 present; activation (rescue from dofetilide block), less the hit threshold, % at 10 µM; 310,000 compounds, 0.51% hits;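 active = activation above the mean of controls blocked by dofetilide plus 5 SD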;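 also: thallium influx through hERG after potassium depolarization seen as dye fluorescence rise; in these data hits start at about 4.7%; inactives centre near -7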
# Target sequence (Q12809 whole entry, looked up): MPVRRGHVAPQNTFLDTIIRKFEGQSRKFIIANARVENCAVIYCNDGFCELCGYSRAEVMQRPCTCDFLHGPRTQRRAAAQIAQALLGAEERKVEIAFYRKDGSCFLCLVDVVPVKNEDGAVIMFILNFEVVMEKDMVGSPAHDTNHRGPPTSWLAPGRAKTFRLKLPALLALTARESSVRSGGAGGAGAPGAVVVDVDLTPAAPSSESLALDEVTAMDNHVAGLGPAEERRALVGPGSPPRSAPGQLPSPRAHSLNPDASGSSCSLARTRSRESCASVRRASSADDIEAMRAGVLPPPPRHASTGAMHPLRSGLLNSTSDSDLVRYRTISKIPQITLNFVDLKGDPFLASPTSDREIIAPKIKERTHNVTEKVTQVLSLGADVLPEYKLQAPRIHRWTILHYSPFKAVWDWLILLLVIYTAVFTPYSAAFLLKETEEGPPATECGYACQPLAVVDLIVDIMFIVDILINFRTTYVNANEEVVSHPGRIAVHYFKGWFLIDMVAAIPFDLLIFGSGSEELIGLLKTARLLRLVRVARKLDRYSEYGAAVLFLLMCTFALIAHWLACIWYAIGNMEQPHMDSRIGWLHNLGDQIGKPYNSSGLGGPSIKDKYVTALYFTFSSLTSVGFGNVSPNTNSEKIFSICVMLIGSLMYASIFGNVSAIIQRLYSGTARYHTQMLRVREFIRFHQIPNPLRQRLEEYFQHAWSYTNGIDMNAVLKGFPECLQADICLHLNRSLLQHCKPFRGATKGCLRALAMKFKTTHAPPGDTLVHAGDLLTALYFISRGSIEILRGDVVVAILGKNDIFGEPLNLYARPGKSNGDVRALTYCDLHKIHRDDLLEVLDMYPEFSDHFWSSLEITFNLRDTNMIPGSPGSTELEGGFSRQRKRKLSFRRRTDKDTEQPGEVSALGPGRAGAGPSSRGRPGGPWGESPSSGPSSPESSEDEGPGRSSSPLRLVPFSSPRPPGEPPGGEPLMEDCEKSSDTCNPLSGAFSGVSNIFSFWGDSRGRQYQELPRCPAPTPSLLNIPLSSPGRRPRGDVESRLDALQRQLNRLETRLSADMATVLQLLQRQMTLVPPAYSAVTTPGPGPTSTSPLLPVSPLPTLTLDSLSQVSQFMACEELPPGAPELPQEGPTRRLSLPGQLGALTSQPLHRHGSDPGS
# ANO1 block: TMEM16A chloride channel inhibitors, primary screen, cell-based, HTS; normalized B-score (activity score, 25-100; higher = stronger inhibition) at 10 µM; HEK293 TMEM16A/YFP iodide influx fluorescence, ionomycin; 310,000 compounds, 1.2% hits; Anoctamin-1 (Mus musculus), Q8BHY3; AID 588511, 2011;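 active = ratio plate-corrected score three or more library SD toward inhibition, starting fluorescence score within five deviations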;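 also: score derived from kinetic fluorescence span divided by baseline fluorescence per well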
# Numbers without * were called inactive; i = inactive; . = not tested or not shown.
SMILES,KCNQ1 inh,RGS4 act,KCNQ1 pot,RGS4 block,KCNK9 block,MrgX1 PAM,MrgX1 agonist,KCNK3 block,TMEM16A act,hERG rescue,ANO1 block
CCOc1ccc(CN(C)CCc2ccccn2)cc1,i,i,i,i,i,i,i,i,i,-5,i
COc1ccc(OC)c(C2=NOC(C(=O)N3CCN(c4ccccc4)CC3)C2)c1 (centres undefined),i,i,i,i,i,i,i,i,i,-11,i
Cn1cc(CN2CCC(n3nccc3NC(=O)CCCc3ccccc3)CC2)cn1,i,i,i,i,i,i,i,i,i,-10,i
CCC(C)c1ccccc1N1CC(C(=O)N2CCN(S(=O)(=O)c3ccc(F)cc3)CC2)CC1=O (centres undefined),i,i,i,i,i,i,i,i,i,-18,i
CSc1cccc(NC(=O)C(C)NS(=O)(=O)c2ccc(F)cc2)c1 (centres undefined),i,i,i,i,i,i,i,i,i,-11,i
O=S(=O)(/C=C/c1ccccc1)Nc1ccc2c(c1)OCO2,i,i,i,i,i,i,i,i,i,-12,i
CCCn1c(SCC(=O)NC(=O)Nc2ccc(C)cc2C)n[nH]c1=O,i,i,i,i,i,i,i,i,i,-7,i
COc1cc(/C=N/N2C(=O)c3ccccc3C2=O)ccc1O,i,i,i,i,i,i,i,i,i,-4,i
Cc1ccc(NC(=O)CCNS(=O)(=O)c2ccc3[nH]c(=O)oc3c2)cc1F,i,i,i,i,i,i,i,i,i,-8,i
Nc1ncnc(SCc2c(F)cccc2Cl)n1,i,i,i,i,i,i,i,i,i,-10,i
CCCS(=O)(=O)c1nc(S(=O)(=O)c2ccc(C)cc2)c(N2CCCC(C)C2)s1 (centres undefined),i,i,i,i,i,i,i,i,i,-3,i
CCOC(=O)c1ccc(NC(=O)Nc2ccc(OC)c(OC)c2)cc1,i,i,i,i,i,i,i,i,i,-12,i
CCn1cc(/C=C(\NC(=O)c2cc(OC)c(OC)c(OC)c2)C(=O)NCCCN2CCOCC2)c2ccccc21,i,i,i,i,i,i,i,i,i,-5,i
Cn1c(=O)c2c(nc(N3CCNCC3)n2Cc2ccccc2Cl)n(C)c1=O,i,i,i,i,i,i,i,i,i,-13,i
Cc1onc(-c2c(Cl)cccc2Cl)c1COC(=O)c1ccc(Cl)cc1[N+](=O)[O-],i,i,i,i,i,i,i,i,i,-4,i
CCC(=O)Nc1ccc2oc(-c3cccc(C)c3)nc2c1,.,.,.,.,.,i,i,i,i,.,i
CCN(CC)C(=O)N1CCN(C(=O)N(CC)CC)CC1,i,i,i,i,i,i,i,i,i,-7,i
COC(=O)c1ccc(CS(=O)(=O)c2ccc(C)cc2)cc1,i,i,i,i,i,i,i,i,i,-9,i
O=C(NCC1CCCO1)C1CCC(N2C(=O)c3ccccc3C2=O)CC1 (centres undefined),i,i,i,i,i,i,i,i,i,-4,i
Cc1ccc2c(c1)CCCN2C(=O)c1cc(C)on1,i,i,i,i,i,i,i,i,i,-9,i
NC(=O)c1nsc(C(=O)N(c2ccccc2)C(C(=O)NCc2ccc(F)cc2)c2ccc(O)cc2)c1N (centres undefined),i,i,i,i,i,i,i,i,i,-12,i
CC1(C)CC(C)(c2ccc(O)cc2O)N(c2cccc(Cl)c2)C(=S)N1 (centres undefined),.,.,.,.,.,i,i,i,i,.,i
COC(=O)c1cc(-c2cccc([N+](=O)[O-])c2)c2c(=O)n(C)c(=O)n(C)c2n1,i,i,i,i,i,i,i,i,i,-2,i
O=C(NCCC(=O)N1CCCCCCC1)c1ccc(Cl)cc1,i,i,i,i,i,i,i,i,i,-15,i
CC(=O)c1cccc(N=c2scc(-c3ccc(S(=O)(=O)N4CCOCC4)cc3)n2CCO)c1,7*,i,i,i,i,i,i,i,i,-17,25*
CCC(=O)Nc1ccc(Cl)c(NC(=S)NC(C)=O)c1,i,i,i,i,i,i,i,i,i,-13,i
O=C(c1cc(-c2cccc(Br)c2)nc2ccccc12)N1CCCC1,i,i,i,i,i,i,i,i,i,-14,i
O=C(O)/C(=C\c1ccc(F)cc1)c1ccc(-c2ccccc2)cc1,i,i,i,i,i,i,i,i,i,-2,i
CCn1ccnc1[C@@H]1C[C@H]2CN(c3ccccc3OC)C(=O)[C@]23CCCN13,i,i,i,i,i,i,i,i,i,-12,i
O=C1/C(=C\c2ccccc2Cl)SC(=S)N1CCC(=O)N1CCCc2ccccc21,i,i,i,i,i,i,i,i,i,-2,i
CN(CC(=O)Nc1cccc(F)c1)C(=O)CCc1nc2cc(S(=O)(=O)N3CCOCC3)ccc2n1C,i,i,i,i,i,i,i,i,i,-11,i
CCOC(=O)N1CCC(NC(=O)CCc2nc(-c3ccccc3F)no2)CC1,i,i,i,i,i,i,i,i,i,2,i
CCOC(=O)c1sc(NC(=O)CSc2nnc(C)s2)c(C(=O)OCC)c1C,i,i,i,i,-6.8*,i,i,i,i,-7,i
Cc1ccccc1C(=O)NNC(=O)C1CCCN(c2ncccn2)C1 (centres undefined),i,i,i,i,i,i,i,i,i,3,i
O=[N+]([O-])c1cc(Cl)ccc1Nc1ccccc1,i,i,i,i,i,i,i,i,i,-6,i
Cc1c(C=O)c2ccccc2n1CC(=O)N1CCc2ccccc2C1,i,i,i,i,i,i,i,i,i,-10,i
CC(C)CCNC(=O)C(c1ccco1)N(Cc1ccccc1)C(=O)c1snc(C(N)=O)c1N (centres undefined),i,i,i,i,i,i,i,i,i,-12,i
Cc1cc([N+](=O)[O-])ccc1NC(=O)CSc1nncn1-c1cccnc1,i,i,i,i,i,i,i,i,i,-6,i
CCS(=O)(=O)N1CCC(N2CCC(C)CC2)CC1,i,i,i,i,i,i,i,i,i,-13,i
CCOc1cc(N2CCOCC2)c(OCC)cc1NC(=O)COC(=O)c1cccc2ccccc12,i,i,i,i,i,i,i,i,i,-7,i

# Continued (2 carried over from the part before).
SMILES,KCNQ1 inh,RGS4 act,KCNQ1 pot,RGS4 block,KCNK9 block,MrgX1 PAM,MrgX1 agonist,KCNK3 block,TMEM16A act,hERG rescue,ANO1 block
CCS(=O)(=O)N1CCC(N2CCC(C)CC2)CC1,i,i,i,i,i,i,i,i,i,-13,i
CCOc1cc(N2CCOCC2)c(OCC)cc1NC(=O)COC(=O)c1cccc2ccccc12,i,i,i,i,i,i,i,i,i,-7,i
Cc1ccc(C(=O)NCCCc2ccccc2)c(Cl)c1,i,i,i,i,i,i,i,i,i,-10,i
C/C(=N\NC(=O)c1ccc2ccccc2c1)c1cccnc1,i,i,i,i,i,i,i,i,i,-13,i
O=C(CCC(=O)N1CCOc2ccccc21)Nc1ccc(F)cc1F,i,i,i,i,i,i,i,i,i,-6,i
Cc1cccc(OCCNc2cc(N3CCN(C)CC3)ccc2[N+](=O)[O-])c1,i,i,i,i,i,i,i,i,i,-19,i
Cc1ccc(C(=O)N2CC(C)CC(C)C2)cc1NC1=NC2CS(=O)(=O)CC2S1 (centres undefined),i,i,i,i,i,i,i,i,i,-9,i
COc1ccc(-c2nc(CS(=O)(=O)CC(=O)NCCc3ccccc3)c(C)o2)cc1,i,i,i,i,i,i,i,i,i,-1,i
Nc1nc(-c2cc(O)ccc2[N+](=O)[O-])cc(-c2ccccc2)c1[N+](=O)[O-],i,i,i,i,i,i,i,i,i,-6,i
Cc1ccc2c(Cl)cc(Cl)c(OCC(=O)N(C(C)C)C(C)C)c2n1,i,i,i,i,i,i,i,i,i,-7,i
O=C(NCCCn1ccnc1)c1ccc(N2CCCCC2)c([N+](=O)[O-])c1,i,i,i,i,i,i,i,i,i,-1,i
Nn1c(SCc2ccccc2)nc2ccccc21,i,i,i,i,i,i,i,i,i,-1,i
COc1cc(/C=C/c2cccc[n+]2C)ccc1OCC(=O)Nc1ccccc1,i,i,i,i,i,i,i,i,i,-6,i
Cc1cc(C(=O)O)ccc1-n1c(C)cc(C=C2C(=O)c3ccccc3C2=O)c1C,i,i,i,i,i,i,29*,i,i,-23,i

# Record cards, from the list above:
# Nn1c(SCc2ccccc2)nc2ccccc21 is entered as KCNQ1 inh: i; RGS4 act: i; KCNQ1 pot: i; RGS4 block: i; KCNK9 block: i; MrgX1 PAM: i; MrgX1 agonist: i; KCNK3 block: i; TMEM16A act: i; hERG rescue: -1; ANO1 block: i
# Cc1cccc(OCCNc2cc(N3CCN(C)CC3)ccc2[N+](=O)[O-])c1 is entered as KCNQ1 inh: i; RGS4 act: i; KCNQ1 pot: i; RGS4 block: i; KCNK9 block: i; MrgX1 PAM: i; MrgX1 agonist: i; KCNK3 block: i; TMEM16A act: i; hERG rescue: -19; ANO1 block: i

# Structures above marked active in KCNQ1 inh:
SMILES	KCNQ1 inh	RGS4 block	KCNK9 block	MrgX1 agonist	KCNK3 block	TMEM16A act
CC(=O)c1cccc(N=c2scc(-c3ccc(S(=O)(=O)N4CCOCC4)cc3)n2CCO)c1	7*	i	i	i	i	i
